# AID inh: activation induced cytidine deaminase inhibition; Potency, µM (titrated, usually from 115 µM), without a hit: at the highest dose activity change, negative = inhibition, most hits filed as inhibitors; AID deamination FRET fluorescence, UDG-coupled, 4 h; 91,000 tested, 0.32% active; Q9GZX7; AID 1347428; further: nearly all actives have a fitted effect of over 25% in size
# Target sequence (Q9GZX7 whole entry, looked up): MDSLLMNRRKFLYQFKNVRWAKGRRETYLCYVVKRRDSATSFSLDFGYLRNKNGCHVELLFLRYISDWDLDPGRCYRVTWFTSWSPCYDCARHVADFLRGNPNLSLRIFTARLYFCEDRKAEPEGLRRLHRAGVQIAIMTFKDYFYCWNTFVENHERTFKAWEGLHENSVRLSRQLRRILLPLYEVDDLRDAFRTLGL
# UDG counter: counter-screen for AID inhibitors: uracil-DNA glycosylase inhibition. FRET deamination/UDG coupled assay, UDG read, 4 h. Potency, µM (doses to about 115 µM), for the others: top-dose activity change, negative = inhibition, most hits filed as inhibitors. 91,000 tested, 0.14% active; further: nearly all actives have a fitted effect of over 65% in size
# The depositor's hits bear a star; u = inconclusive; & = joins results of further samples; [ ] = another dose, or the depositor's remark. The call rests on the fitted dose curve; in most records, active means well fitted curve in the direction sought with a large enough effect; inconclusive means small, poorly fitted or top-dose-only effect, or another doubt; inactive means no such curve, though single readings can be large; an effect the other way counts as inactive or inconclusive. On the % scale 0 is the no-effect control and ±100 the full control effect; potency means the concentration at half of the fitted maximal effect. Some of the compounds tested; rates above refer to the full screens.
# Below each compound: AID inh, UDG counter
COc1ccccc1NC(=O)CCNS(=O)(=O)c1ccc2c(c1)CCN2C(=O)C1CC1
 : 3.6%[57.5 µM], -7.3%[57.5 µM]
COc1ccccc1N1CCN(c2ncnc3onc(-c4cccc(Cl)c4)c23)CC1
 : -18.0%, -5.1%
Cc1ccc(CNS(=O)(=O)c2cc(Br)cc3c2N(C(=O)C2CC2)CC3)cc1
 : -2.2%, -7.6%
COc1ccc(-c2nc(CCNC(=O)c3ccc(Br)o3)cs2)cc1
 : 6.9%, -10.3%[57.5 µM]
COc1ccc(CNC(=O)C2CCCN(S(=O)(=O)c3ccc4c(c3)CCCN4C(C)=O)C2)cc1 (stereo not drawn)
 : -9.4%, 21.9%
COc1ccc(NC(=O)c2cc3cc(Br)ccc3[nH]2)cc1
 : 2.5%, -3.8%
COCCNC(=O)c1cc2c(Cl)nc3ccc(C)cc3c2s1
 : u, 7.8%
CC(Sc1nc2ccccc2n1C)C(=O)NCc1ccc(Cl)cc1 (stereo not drawn)
 : -16.4%, -9.8%
CCOc1ccccc1CNCc1cccn1-c1nnc(N2CCN(c3ccccc3)CC2)s1
 : u, -6.9%
CCCn1ccc2c(OCC(=O)NCc3ccccc3Cl)cccc2c1=O
 : 11.6%, 32.1%[activator]
Nc1nccnc1C(=O)Nc1ccc(C(=O)NCc2ccc(F)cc2)cc1
 : -4.5%, 4.3%
CCOc1ccc(Nc2ncnc3onc(-c4ccc(Cl)cc4)c23)cc1
 : u, -16.4%
CN(CC(=O)NCCC#N)c1ccc(C(C)(C)C)cc1
 : -10.6%, -6.8%
Nc1cc(=O)[nH]c(SCc2c(F)cccc2Cl)n1
 : 1.4%, 10.0%
CCCc1nc2nc(C)c(NS(=O)(=O)c3ccc(C)c(C)c3)c(=O)n2[nH]1
 : -2.7%, -8.7%[57.5 µM]
Cc1cccc(Cn2c(SCc3ccccc3)nc3c2c(=O)n(C)c(=O)n3C)c1
 : u, -11.4%
O=C(CCc1ncc(-c2ccc(Cl)cc2Cl)o1)Nc1nccs1
 : 3.6%, -6.2%
Cc1c(CNC2CCCCCC2)c(C(=O)O)c(C)n1Cc1ccc(F)cc1
 : 5.5%, 1.1%
CC(NC(=O)c1ccc(Cl)o1)c1ccc(S(N)(=O)=O)cc1 (stereo not drawn)
 : 1.9%, 2.9%
Cc1ncc(CO)c2c1Oc1nc(-c3ccccc3)nc(SCC(=O)N3CCCCC3)c1C2
 : u, 3.3%
COc1ccc(C2CC(=O)N(Cc3ccc(F)cc3)c3ccccc3S2)cc1 (stereo not drawn)
 : u, -4.9%
Oc1ccc2ccccc2c1C=NCC12CC3CCC(CC(C3)C1)C2
 : 26.7%, 3.0%
CCCn1c(-n2nc(C)cc2C)nc2c1c(=O)n(CC(=O)OC)c(=O)n2C
 : -1.2%, -0.5%
Cc1nc(/C=C/C(=O)N(CCC#N)Cc2cccnc2)cs1
 : 11.3%, -2.4%
Cc1cccc(-c2nc3c4ccccc4n(CC(=O)Nc4cccc(F)c4)c(=O)n3n2)c1
 : -9.9%, -13.7%[57.5 µM]
CCC(C)NC(=O)c1cc2sc3ccccc3c2s1 (stereo not drawn)
 : 6.3%, 1.0%
COc1ccc(C2CC(=O)c3c([nH]c(C(=O)OC4CCC(C)CC4)c3C)C2)cc1OC (stereo not drawn)
 : 15.1%, -4.9%
Cc1ccc(CNCC(O)c2ccccc2)s1 (stereo not drawn)
 : -0.2%, 11.6%
Cc1ccc(C(NC(=O)Cc2n[nH]c(=O)c3ccccc23)c2ccccc2)cc1 (stereo not drawn)
 : -4.0%, -4.6%
O=S(=O)(CCN1CCCCC1)c1ccccc1
 : -7.9%, -9.1%

# Looked up above.
# CCOc1ccccc1CNCc1cccn1-c1nnc(N2CCN(c3ccccc3)CC2)s1 | UDG counter: -6.9%
# COc1ccccc1N1CCN(c2ncnc3onc(-c4cccc(Cl)c4)c23)CC1 | AID inh: -18.0%
# Cc1c(CNC2CCCCCC2)c(C(=O)O)c(C)n1Cc1ccc(F)cc1 | UDG counter: 1.1%
# CCCn1c(-n2nc(C)cc2C)nc2c1c(=O)n(CC(=O)OC)c(=O)n2C | UDG counter: -0.5%
# COCCNC(=O)c1cc2c(Cl)nc3ccc(C)cc3c2s1 | UDG counter: 7.8%

# Next entries
# Below each compound: AID inh, UDG counter
O=[N+]([O-])c1ccccc1S(=O)(=O)NC(c1ccccc1)c1cccs1 (stereo not drawn)
 : -10.4%, 2.1%
Cc1ccccc1-c1nccc2ccccc12
 : -7.0%, -1.3%
COCCc1nn2c(=O)cc(COC(=O)c3ccc(Br)cc3)nc2s1
 : -10.9%, 4.9%
CN1C(C(=O)NC(C)(C)C)=CC(c2ccc3c(c2)OCO3)=NS1(=O)=O
 : 72.8%[activator], 5.8%
O=C(Nc1nnc(S(=O)(=O)N2CCN(c3ccc(F)cc3)CC2)s1)c1ccc(Cl)cc1
 : 3.2%, -3.8%
CN(Cc1ccncc1)C(=O)CCCNC(=O)C1CC1
 : 4.9%, 5.9%
Cc1ccc(CNC(=O)CCS(=O)(=O)c2cc(Br)cc3c2N(C(=O)C2CC2)CC3)cc1
 : 10.2%, 3.4%
Cc1ccc(CCNC(=O)c2c[nH]c3ccc(S(=O)(=O)Nc4ccc(C)cc4C)cc3c2=O)cc1
 : -5.9%, -6.3%
COc1cc(CNC(=O)c2nccnc2N)ccn1
 : -4.6%, -4.7%
Cc1cc(=O)c(C(=O)N2CCN(Cc3ccccc3)CC2)nn1-c1ccccc1F
 : 0.3%, -3.1%
O=C(O)CSc1c2c(nc3cc(C(=O)NC4CCCCCC4)ccc13)CCCC2
 : -13.2%, -8.5%
CC(C)C(=O)N(C)N(C)C(=O)C(C)C
 : 5.2%, 3.7%
Cc1cccc(Cc2sc(N)nc2C)c1
 : -2.2%, 7.8%
CC(C)c1ccc(CNC(=O)c2ccc(N3CCCC3)c(NC(=O)NCc3ccc(F)cc3)c2)cc1
 : -7.0%, 5.3%
COCCCNC(=O)c1cn(CCOC)c(=O)c2c1c1ccccc1n2C
 : -26.9%, -14.7%
Cc1ccc(S(=O)(=O)NCC2CCC(C(=O)NCCc3ccccc3)CC2)cc1 (stereo not drawn)
 : -13.7%&3.6%, 2.0%&-5.4%
O=C(NC1CCCCCC1)C1c2ccccc2C(=O)N1Cc1ccccc1Cl (stereo not drawn)
 : 16.9%, -1.2%[57.5 µM]
Cc1ccc(S(=O)Cc2nc(-c3ccc(C(=O)NCCCN4CCOCC4)cc3)oc2C)cc1 (stereo not drawn)
 : -7.8%, 3.1%
Cc1ccc(CNC(=O)N2CCCC(C(F)(F)F)C2)cc1 (stereo not drawn)
 : 0.7%, 2.9%
CCC(O)CCCCCCCC(O)CC (stereo not drawn)
 : -1.8%, -6.8%
CCOC(=O)CC(NC(=O)Cn1nnc(-c2ccc(C(F)(F)F)cc2)n1)c1ccccc1Cl (stereo not drawn)
 : 25.6%, 0.7%
CCOc1ccc(N2C(=O)c3n[nH]c(-c4cccs4)c3C2c2cccc(F)c2)cc1 (stereo not drawn)
 : -29.6%, 13.0%
O=C(NCCc1csc2nc(-c3ccccc3F)nn12)C(=O)Nc1cc(F)ccc1F
 : 13.5%, 5.0%
Cc1cccc(CCn2c(=O)c3ccccc3n(CC(=O)Nc3ccccc3F)c2=O)c1
 : 15.2%, -7.1%
Cc1ccc(Cn2c(C(=O)O)c(CNCc3ccc(OC(C)C)cc3)c3ccc(C)cc32)cc1
 : 12.7%, 1.4%
Cc1ccccc1C(=O)Nc1ccc(NC(=O)c2cccs2)cc1
 : 19.3%, 1.2%
CN(C)C(=O)c1ccc2oc(CN3CCN(C(=O)Nc4ccc(F)cc4F)CC3)nc2c1
 : -7.2%, 1.2%
O=C(Cn1c(=O)nc(-c2ccccc2)c2ccccc21)NCCCc1ccccc1
 : 11.1%, 3.5%
CCOC(=O)c1c(NC(=O)CSc2cn(CCNC(=O)c3ccc(OC)cc3)c3ccccc23)sc2c1CCC2
 : -10.7%, 1.2%
Cc1ccc(NC(=O)CSc2nnc(-c3cc4occc4n3C)n2-c2ccccc2C)cc1F
 : u, -7.1%
Cc1ccccc1CNC(=O)COc1ccc(-c2nc(C(C)C)no2)cc1
 : -11.8%, -5.0%
O=C(CCCc1nc(-c2ccc(Cl)cc2)no1)NCc1ccco1
 : 21.0%, 11.9%
COc1ccccc1N1CCN(C(=O)c2cc(S(=O)(=O)N3CCC(C)CC3)cn2C)CC1
 : -22.0%, -14.8%
CCCCOC(=O)C(C)Oc1ccc2c(=O)c(Oc3ccc(C(C)(C)C)cc3)coc2c1 (stereo not drawn)
 : -3.9%, -7.5%
C/C(CC(C)C)=N\NC(=O)c1ccc(C)c(C)c1
 : -4.0%, 6.3%
CCOC(=O)c1cccc(NC(=O)CC(c2cc(OC)c(OC)c(OC)c2)N2Cc3ccccc3C2=O)c1 (stereo not drawn)
 : 17.1%, 9.0%
O=C(NCc1ccc(Cl)cc1)c1cc(S(=O)(=O)N2CCCCC2)c[nH]1
 : 2.5%, 3.2%
Cc1ccc(NC(=O)Cn2nc(-c3ccc(F)cc3)c3cnc4ccc(C)cc4c32)cc1
 : 9.5%, 18.6%
Cc1ccc(C)c(NC(=O)Cn2c(=O)n(Cc3cccs3)c(=O)c3cccnc32)c1
 : 2.6%, -5.6%
Cn1c2ccccc2c2cnn(CC(=O)NCCCN3CCN(c4ccccc4F)CC3)c(=O)c21
 : 0.7%, -5.3%
O=C(c1ccc2c(c1)N(Cc1ccc(Cl)cc1)C(=O)c1ccccc1S2(=O)=O)N1CCCC1
 : u, -18.2%
CCn1nnc2cc(C(=O)Nc3cccc(Cl)c3)ccc21
 : -20.8%, -8.4%[57.5 µM]
CCOc1ccc(NC(=O)CCc2c(C)nc3nc(C)nn3c2C)cc1
 : 9.7%, 2.2%
CSCCC(=O)NCc1cccs1
 : 1.7%, -0.2%
COc1cc(NC(=O)CC2C(=O)OCCN2Cc2ccccc2)cc(OC)c1 (stereo not drawn)
 : 14.9%[57.5 µM], 4.3%[57.5 µM]
CNC(=O)c1ccc(Nc2nnc(-c3ccc(C)c(S(=O)(=O)N4CCCCC4)c3)c3ccccc23)cc1
 : -3.1%, 0.0%
O=C(OCc1cccc(COC(=O)c2ccc(OCC3CCCO3)cc2)c1)c1ccc(OCC2CCCO2)cc1 (stereo not drawn)
 : -9.1%, -5.5%
CC(=O)c1ccc(NS(=O)(=O)c2cc(-c3cnc(C4CC4)o3)ccc2C)cc1
 : -2.0%, -1.2%
CCc1ccc(C2c3c(oc4ccc(C)cc4c3=O)C(=O)N2c2nc(C)c(C)s2)cc1 (stereo not drawn)
 : -12.8%, -1.8%
O=C(NCc1ccc(F)cc1)c1ccc(CSc2nc3ccncc3n2Cc2ccc(F)cc2)cc1
 : -18.4%, -0.8%
CCc1ccccc1NC(=O)C1CC1
 : 1.6%, -9.0%
COC(=O)c1ccn(Cc2ccccc2Cl)n1
 : -1.2%, 9.5%
COC(=O)c1cccc(Nc2c(-c3ccc(SC)cc3)nc3nc[nH]n23)c1
 : 342.2%[activator], 8.6%
CC(=O)c1cccc(-n2c(=O)c3c4c(sc3n(CC(=O)c3ccc(Cl)cc3)c2=O)CN(C(C)=O)CC4)c1
 : 1.9%, -12.4%
CCc1nn2c(=O)cc(COC(=O)c3ccccc3NC(=O)c3cccs3)nc2s1
 : -2.2%, -7.7%
COC(=O)c1ccc(NC(=O)Cn2ccn3nc(-c4ccc(OC)cc4)cc3c2=O)cc1
 : 5.0%, 10.6%
N#CC1(C(N)=O)C(c2ccccc2Cl)C1(C#N)C(N)=O (stereo not drawn)
 : 2.8%, 5.6%
COCCCNC(=O)Cn1c(=O)n(-c2ccccc2)c(=O)c2c1c1cc(OC)ccc1n2C
 : 9.1%, -0.2%
CCCC1=Nc2cc(C(=O)NC(C)c3ccccc3)ccc2Sc2ccc(C)cc21 (stereo not drawn)
 : -11.4%, -15.5%
CC(C)CC(=O)n1nc(-c2ccco2)nc1NCc1ccc(Cl)cc1
 : 0.7%, 2.0%

# The listing continues.
# Below each compound: AID inh, UDG counter
CSC(C)C(=O)Nc1ccccc1I (stereo not drawn)
 : -4.9%, -11.8%
CCc1c(C)nc(SCC(=O)N2CCN(c3ccccc3OC)CC2)[nH]c1=O
 : 7.7%, -3.6%
CCC(CC)NC(=O)c1cc(C(C)C)nc2c1cnn2C(C)C
 : 2.1%, -4.7%
CN(C)c1ccc(-c2nc(-c3ccncc3)no2)cc1[N+](=O)[O-]
 : u, 7.0%
Cc1[nH]ccc(=O)c1OCC(=O)Nc1ccc(Cl)c(Cl)c1
 : -0.8%, 1.5%
CC(=O)c1cccc(NC(=O)C2=CC(c3ccc(F)cc3)=NS(=O)(=O)N2C)c1
 : -2.6%, 12.0%
Cc1cc(-c2ccc(C)c(S(=O)(=O)N(Cc3cccs3)C(C)C)c2)on1
 : -25.9%, -9.9%
CCOc1ccc(CC(=O)NC2CC(=O)N(c3ccc4c(c3)OCCO4)C2)cc1 (stereo not drawn)
 : 4.2%, -4.3%
CCCCCCOc1ccc(/C=C/C(=O)Nc2sc3c(c2C(=O)OC)CCC3)cc1OC
 : -1.2%, -13.7%
COCc1cc(C)nc2sc(C(=O)Nc3ccc(C(C)=O)cc3)c(N)c12
 : 2.7%, -9.2%
CCOc1ccc(-c2nc(C#N)c(NCc3ccccc3Cl)o2)cc1
 : 0.1%, -0.4%
COc1ccc2cc(C(=O)NCCNC(C)=O)c(C)nc2c1
 : 4.4%, -7.6%
CC(=O)c1ccc(NC(=O)Cn2cc3c(n2)CCCC3)cc1
 : 3.6%, 6.9%
Cc1ccc(CNc2nnc(C)c3nnn(Cc4ccc(F)cc4)c23)cc1
 : 6.3%, -6.1%

# Nothing new here: entries from further up.
# Below each compound: AID inh, UDG counter
CC(=O)c1ccc(NC(=O)Cn2cc3c(n2)CCCC3)cc1
 : 3.6%, 6.9%
Cc1ccc(CNc2nnc(C)c3nnn(Cc4ccc(F)cc4)c23)cc1
 : 6.3%, -6.1%

# Screens from PubChem BioAssay.
